High-throughput results from PubChem BioAssay.
JMJD2A Tudor: qHTS Assay for Inhibitors of JMJD2A-Tudor Domain; AlphaScreen JMJD2A-Tudor / H3K4me3 peptide binding; Potency, µM (doses to about 114 µM), inactives show at the highest dose activity change, negative = inhibition, usual class: inhibitors; actives 4.4% (n = 390,000); AID 504339, 2011; also: % is scaled to controls: 0 for no effect and ±100 for the full control effect; nearly all actives have a fitted effect of over 50% in size
Pin1 inhibitor: qHTS Assay to Find Inhibitors of Pin1; AID 504891, 2011; Potency, µM (series often up to 115 µM), for inactives: top-dose activity, negative = inhibition, most hits filed as inhibitors; actives 0.009% (n = 390,000); Pin1 FP peptide displacement, HiFluor488, 10 min; active = well fitted inhibition curve with a large enough effect in the polarisation, with a control signal flat, not every such curve was filed as active; inconclusive = small, poorly fitted or top-dose-only effect, or effect the other way, or a change in a side signal; inactive = no such curve, though single readings can be large or run the other way; the % refers to the polarisation; also: % is scaled to controls: 0 for no effect and ±100 for the full control effect
Target sequence (Q13526 whole entry, looked up): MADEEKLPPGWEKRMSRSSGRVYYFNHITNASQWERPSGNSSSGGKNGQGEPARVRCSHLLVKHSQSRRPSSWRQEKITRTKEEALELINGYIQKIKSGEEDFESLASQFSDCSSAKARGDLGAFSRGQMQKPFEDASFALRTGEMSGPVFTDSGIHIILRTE
ERG-DNA inh: qHTS for Small Molecule Inhibitors of the ERG Ets/DNA interaction; actives 0.028% (n = 370,000); fluorescence polarization, His-ERG Ets domain / labelled DNA; Transcriptional regulator ERG (Homo sapiens), P11308; Potency, µM (series often up to 76.9 µM), for the others: at the top dose FP activity, negative = inhibition, most hits filed as inhibitors; active = well fitted inhibition curve with a large enough effect in the polarisation, with a control signal flat; inconclusive = small, poorly fitted or top-dose-only effect, or effect the other way, or a change in a side signal; inactive = no such curve, though single readings can be large or run the other way; the % refers to the polarisation;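 also: polarization taken with two DNA probes labelled with fluorescein and Texas red; % of control where 0% means no effect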
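His-tagged ERG Ets domain (1 uM in the protein solution; 300mM KCl, 50mM Tris-HCl, 1mM EDTA, 1mM DTT, pH 7.5) received compound, then a probe mix of 5 nM fluorescein-DNA and 100nM Texas-615-DNA. Fluorescence polarization was read for both dyes.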
12-LOX inh: Primary qHTS assay for inhibitors of human arachidonate 12S-lipoxygenase (ALOX12): Round 2; Polyunsaturated fatty acid lipoxygenase ALOX12 (Homo sapiens), P18054; purified 12hLO, xylenol orange hydroperoxide absorbance; Potency, µM (top dose mostly 108 µM), for inactives: at the highest dose activity change, negative = inhibition, hits mostly inhibitors; actives 1.1% (n = 580,000); also: % is scaled to controls: 0 for no effect and ±100 for the full control effect
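Hydroperoxide product was detected by ferrous iron/xylenol orange as the 573 to 405 nm absorbance ratio. Arachidonic acid at 40 uM (final) was turned over for 30 min at room temperature by 150 nM human 12hLO, pH 7.0 Hepes buffer, after 15 min compound preincubation.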
Tb PGK inh: qHTS Assay to Find Inhibitors of Phosphoglycerate Kinase; PGK/GAPDH coupled, Kinase-Glo luminescence, 60 min; Potency, µM (highest dose often 57.5 µM), for the others: at the top dose activity change, negative = inhibition, most hits filed as inhibitors; actives 0.043% (n = 380,000); also: % is scaled to controls: 0 for no effect and ±100 for the full control effect; nearly all actives have a fitted effect of over 60% in size
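Recombinant glycosomal PGK reaction used 1,3-bisphosphoglycerate generated in-well by GAPDH (100nM final) in 100mM TEA pH 7.6, 5mM MgCl2, 0.01% Tween-20. After 60 minutes at room temperature, ATP was read by Kinase-Glo Plus luminescence end-point.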
GLS inh: qHTS for Inhibitors of Glutaminase (GLS) | actives 0.21% (n = 410,000) | GLS enzymatic activity, qHTS titration | AID 624170, 2012 | Potency, µM (top dose mostly 45.5 µM), inactives show at the top dose activity change, negative = inhibition, actives largely listed as inhibitors | Glutaminase kidney isoform, mitochondrial (Homo sapiens), O94925; also: % is scaled to controls: 0 for no effect and ±100 for the full control effect
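hKGA in 45 mM KH2PO4 pH 8.2, 0.02% Tween-20 with pin-transferred compounds; 1 mM L-glutamine (stock) plus glutamate oxidase/HRP/Amplex Red coupling added. Fluorescence read initially and after 30 min at RT.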
HP1b binding inh: HTS for Inhibitors of HP1-beta Chromodomain Interactions with Methylated Histone Tails | Chromobox protein homolog 1 (Homo sapiens), P83916 | actives 0.56% (n = 390,000) | AlphaScreen HP1-beta / biotin-H3K9me3 peptide binding | Potency, µM (highest dose often 114 µM), for inactives: at the highest dose activity change, negative = inhibition, actives largely listed as inhibitors; also: nearly all actives have a fitted effect of over 70% in size; inactives centre near 23
Target sequence (P83916 whole entry, looked up): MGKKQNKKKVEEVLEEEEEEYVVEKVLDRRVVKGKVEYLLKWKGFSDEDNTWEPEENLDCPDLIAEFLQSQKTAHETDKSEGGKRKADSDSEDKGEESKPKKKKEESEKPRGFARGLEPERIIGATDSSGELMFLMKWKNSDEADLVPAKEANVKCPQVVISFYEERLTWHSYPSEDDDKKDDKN
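HP1-beta protein (50 nM final) preincubated 30 min at room temperature with biotinylated H3(1-18)K9me3 peptide (50 nM) in PBS pH 7.4, 0.01% Tween-20, then compound added for 30 min. AlphaScreen streptavidin donor/nickel chelate acceptor beads (10 ug/mL final), 30 min dark, luminescence read.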
TrxR1 inh: qHTS Assay for Inhibitors of Mammalian Selenoprotein Thioredoxin Reductase 1 (TrxR1): qHTS; Thioredoxin reductase 1, cytoplasmic (Rattus norvegicus), O89049; recombinant rTrxR1, NADPH fluorescence consumption, selenite substrate; Potency, µM (titrated, usually from 114 µM), for inactives: at the highest dose activity change, negative = inhibition, usual class: inhibitors; actives 1% (n = 390,000); also: % is scaled to controls: 0 for no effect and ±100 for the full control effect; nearly all actives have a fitted effect of over 65% in size
Target sequence (O89049 whole entry, looked up): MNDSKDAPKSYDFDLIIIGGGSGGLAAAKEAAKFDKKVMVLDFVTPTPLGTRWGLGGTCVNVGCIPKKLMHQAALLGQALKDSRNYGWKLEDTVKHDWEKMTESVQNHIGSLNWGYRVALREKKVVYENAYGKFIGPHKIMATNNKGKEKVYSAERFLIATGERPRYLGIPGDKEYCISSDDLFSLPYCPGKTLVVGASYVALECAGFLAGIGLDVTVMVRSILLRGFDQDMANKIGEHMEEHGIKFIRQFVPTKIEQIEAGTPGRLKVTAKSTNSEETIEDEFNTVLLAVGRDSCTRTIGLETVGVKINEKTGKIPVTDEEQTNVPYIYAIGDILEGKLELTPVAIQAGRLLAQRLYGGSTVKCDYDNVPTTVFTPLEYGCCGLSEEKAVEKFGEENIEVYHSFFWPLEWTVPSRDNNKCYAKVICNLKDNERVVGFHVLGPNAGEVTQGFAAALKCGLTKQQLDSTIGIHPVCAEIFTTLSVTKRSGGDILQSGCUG
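Rat TrxR1 (90 nM in the dispensed reagent) was pre-reduced with 400 uM NADPH for 5 min at room temperature, then incubated with compound for 15 min. After 400 uM selenite was added, NADPH fluorescence (Ex 340/Em 450 nm) was followed for 8 min.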
RGS4 inh: Inhibitors of Regulator of G Protein Signaling (RGS) 4: qHTS. Potency, µM (series often up to 114 µM), for the others: top-dose activity change, negative = inhibition, usual class: inhibitors. actives 0.039% (n = 390,000). Transcreener GDP fluorescence polarization, RGS4-accelerated GTP hydrolysis. Regulator of G-protein signaling 4 (Homo sapiens), P49798; also: % is scaled to controls: 0 for no effect and ±100 for the full control effect; nearly all actives have a fitted effect of over 75% in size; some results filed as inactive show a strong effect at the top dose
Target sequence (P49798 whole entry, looked up): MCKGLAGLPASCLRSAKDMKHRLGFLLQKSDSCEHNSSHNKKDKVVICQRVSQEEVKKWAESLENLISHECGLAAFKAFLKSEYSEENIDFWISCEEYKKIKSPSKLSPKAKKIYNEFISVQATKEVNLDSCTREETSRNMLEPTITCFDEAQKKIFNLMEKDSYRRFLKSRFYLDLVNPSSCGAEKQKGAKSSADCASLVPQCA
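MLSMR compounds (23 nl, pin-transferred) preincubated 10 min at room temperature with a 500nM (2x) first reagent, then RGS4 at 900nM (2x) plus Transcreener GDP mix added; fluorescence polarization (620/688 nm) read before and after 90 min at 30 °C.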
An asterisk follows results filed as active; i = inactive; ? = inconclusive; . = no result given; & = joins results of further samples; [ ] = dose if it differs, or a comment. Unless noted, calls follow the shape of the dose curve; as a rule, active = well fitted curve in the direction sought with a large enough effect; inconclusive = small, poorly fitted or top-dose-only effect, or another doubt; inactive = no such curve, though single readings can be large; an effect the other way counts as inactive or inconclusive. Potency is read from the fitted curve at half-maximal effect.

JMJD2A Tudor	Pin1 inhibitor	ERG-DNA inh	12-LOX inh	Tb PGK inh	GLS inh	HP1b binding inh	TrxR1 inh	canonical_smiles	RGS4 inh
-4.9%	0.3%	3.7%	-24.8%	-10.3%	-1.2%	25.2%	5.7%	COc1ccc(/C=C/C(=O)Nc2ccc(Cl)c(Cl)c2)cc1	?
-29.6%	-0.5%	24.5%	0.8%	3.6%	-15.9%	37.1%	-3.1%[57.1 µM]	COc1cc(OC)cc(C(=O)NNC(=O)c2ccccn2)c1	34.0%
-3.5%	-5.2%	10.8%	-19.5%	-3.0%	13.6%	37.2%	1.5%	O=C(COC(=O)CCc1ccc(S(=O)(=O)N2CCOCC2)cc1)NC1CCCC1	13.0%
-3.4%	-6.1%	4.0%	-26.3%	-0.6%	-9.2%	33.8%	10.5%	CC(CNS(=O)(=O)c1ccccc1)(c1ccccc1)N1CCCCC1 (stereo not given)	26.9%
-29.5%	7.0%	-1.7%	0.0%	4.3%	9.0%	19.2%	15.1%[57.1 µM]	Cc1ccccc1NC(=O)CNc1ccccc1C(=O)NCc1ccco1	?
2.8%	0.7%	.	24.7%	-9.5%	-9.9%	10.6%	10.6%	C=C(C)CSc1nc(N)c2c(C)c(C)sc2n1	12.3%
-9.0%	-0.2%	3.6%	?	-0.9%	2.7%	37.8%	27.6%	COc1ccc([N+](=O)[O-])cc1CSc1ccccn1	-33.6%
?	19.2%	-14.1%	?	-12.9%	-19.1%	32.8%[activator]	6.5%[57.1 µM]	COc1ccc2cc3c(N)c(C(=O)N4CCCC4)sc3nc2c1	-40.5%
-3.3%	99.6%[activator]	-10.8%	-17.7%	-2.1%	-4.4%	18.4%	11.5%	Clc1ccc(OCc2nc3ccccc3n2Cc2ccccc2)c(Cl)c1	-16.4%
-6.4%[57.1 µM]	0.3%	-4.1%	2.6%	-2.6%	0.7%	34.4%	20.3%	Nc1nonc1C(=O)NCCNS(=O)(=O)c1ccc(F)cc1	3.5%
3.5%	0.1%	-0.7%	-6.3%	-1.5%	-3.1%	39.8%[activator]	13.5%	O=C(CN1CCN(Cc2ccccc2F)C1=O)NCCc1ccc(Cl)cc1	-14.4%
-16.6%	?	.	?	.	-6.0%	-5.1%	25.1µM*	Cn1c(C(=O)OCC(=O)NCc2ccco2)cc2sccc21	-39.7%
-4.4%	-2.6%	-8.4%	30.9%[activator]	-5.2%	6.4%	19.6%	21.1%	COc1cc(CNC2CCCCCCC2)ccc1OCC(N)=O	-1.7%
?	?	-3.0%	-0.2%	1.6%	-4.5%	?	20µM*	Cc1cccc(N2C(=O)CC(Sc3ncn[nH]3)C2=O)c1 (stereo not given)	-9.2%
-27.8%[11.4 µM]	3.2%	1.9%	1.7%	10.3%	-12.1%	?	18.5%[57.1 µM]	COc1ccc(S(=O)(=O)NC2CC2)cc1C(=O)N1CCOCC1	?
-23.6%	8.2%	-0.1%	?	-1.4%	10.9%	21.1%[57 µM]	13.7%[57.1 µM]	COc1ccc(-c2cccc(NS(=O)(=O)c3cc(C)c(OC)c(C)c3C)c2)nn1	-39.8%
-1.5%[11.4 µM]	-1.2%	-5.7%	?	-4.0%	-2.0%	18.7%	15.7%[57.1 µM]	CN(C)/C=C/C(=O)c1ccc(S(=O)(=O)c2ccccc2)cc1	-17.3%
51.8%[activator]	-6.9%	-13.1%	0.0%	-14.2%	0.3%	100.9%[activator]	7.7%	CC(C)C1COC(c2cccc3ccccc23)=N1 (stereo not given)	0.4%
-5.4%	-1.6%	8.0%	-24.2%	-11.2%	-1.7%	35.4%	8.4%	O=C(Nc1ccccc1N1CCOCC1)c1ccccc1[N+](=O)[O-]	8.2%
-3.7%	16.2%	15.5%	-10.4%	-5.9%	-2.4%	30.5%	28.1%	CCc1ccc2[nH]cc(S(=O)(=O)c3ccc(C)c(C)c3)c(=O)c2c1	5.5%
-8.9%	3.6%	-3.3%	177.1%[activator]	3.4%	3.6%	34.7%[activator]	30.7%	O=C(c1cc(Cl)cc(Cl)c1)N1CCN(c2cc(C(F)(F)F)nc3ccccc23)CC1	6.6%
-3.4%	-3.8%	.	?	-8.7%	-4.3%	28.7%	24.4%	COc1ccc(Cc2nnc(SCC(=O)NC3CCCCC3)n2C)cc1	-5.1%
-5.1%	1.7%	7.7%	-7.1%	-0.7%	35.2%[activator]	19.8%	-3.9%	O=C(c1cccc([N+](=O)[O-])c1)N1CCCC(C(=O)N2CCN(c3ccccc3)CC2)C1 (stereo not given)	7.7%
-19.2%	-3.9%	-4.6%	-18.5%	9.4%	51.3%[activator]	21.7%	14.9%[57.1 µM]	CCOC(=O)c1c(C)[nH]c(C)c1S(=O)(=O)N1CCC(C(=O)Nc2ccc(C)c(N(C)C)c2)CC1	1.2%
-5.6%	1.4%	13.9%	10.5%	?	4.1%	31.5%	-5.7%	O=C(Nc1ccccc1)Nc1ccc(C(=O)N2CCCC2)cc1	13.2%

Later entries
JMJD2A Tudor	Pin1 inhibitor	ERG-DNA inh	12-LOX inh	Tb PGK inh	GLS inh	HP1b binding inh	TrxR1 inh	canonical_smiles	RGS4 inh
11.3%	79.7%[activator]	-6.7%	-14.4%	-2.9%	-4.2%	63.9%	3.9%	COc1ccc(-n2c(N)c(C(=O)NCc3ccco3)c3nc4ccccc4nc32)c(OC)c1	-31.4%
-8.2%	1.0%	-3.3%	-15.7%	7.8%	4.8%	25.1%	8.5%[57.1 µM]	CCN(C(=O)COC(=O)c1ccc2c(c1)OCO2)c1ccccc1	28.7%
-10.4%	1.1%	.	-10.1%	.	-5.1%	15.9%	-5.6%	C=C(C)c1cccc(C(C)(C)NC(=O)Nc2ncccn2)c1	-0.7%
-20.5%	0.5%	11.4%	-7.8%	-5.1%	8.5%	28.8%	8.3%	COc1ccc(CCNC(=O)c2cc(-c3cc(C)ccc3O)n[nH]2)cc1OC	-18.7%
-15.1%	-0.2%	-6.4%	-10.3%	-4.3%	0.9%	-6.8%	9.7%[57.1 µM]	O=[N+]([O-])c1ccc(NCCNS(=O)(=O)c2ccccc2)c(C(F)(F)F)c1	-2.5%
-2.7%	-9.6%	13.6%	0.0%	1.5%	2.2%	20.7%	7.3%	O=C(C=C1CCN(c2ncc(C(F)(F)F)cc2Cl)CC1)NNC(=O)Nc1ccc(Cl)cc1	8.0%
-2.6%	-1.0%	.	-10.1%	-3.3%	3.3%	33.4%	44.7µM*	COc1ccccc1C(=O)NNC1=C(C(=O)C(F)(F)F)CCC1	-29.7%
-15.0%	-0.1%	-3.7%	0.8%	11.4%	3.8%	24.5%	25.2%	COc1ccc(CNC(=O)COc2cc3c(c4oc(=O)cc(C)c24)CCC(C)(C)O3)cc1	-12.8%
6.6%	-3.1%	-9.1%	-9.0%	-6.2%	4.2%	?	22.6%[57.1 µM]	CN(CC(=O)NC1CCCc2ccccc21)C1CCCCC1 (stereo not given)	-0.3%
-3.0%	2.0%	-4.0%	-0.1%	32.6%	-2.9%	14.8%	-6.3%[57.1 µM]	Cc1nnc(-c2ccc(Cl)cc2)nc1NCCN(C)C	16.2%
-4.4%[11.4 µM]	-7.9%	11.1%	95.5%[activator]	i	23.3%	106.3%[activator]	-27.4%	COc1ccc(-c2c(C)oc3c(CN4CCOCC4)c(O)ccc3c2=O)cc1	6.1%[11.4 µM]
-5.3%	-0.6%	0.4%	0.0%	5.7%	-8.2%	25.8%	?	COc1ccc(Oc2ccccc2/C=N/O)cc1	35.8%
-29.3%	-3.9%	22.7%	-24.4%	i	5.1%	-2.6%	7.1%	CSc1cccc(NC(=O)c2cccc3cccnc23)c1	3.4%
-1.1%	-4.5%	-6.7%	-28.1%	-5.7%	40.2%[activator]	12.3%	-8.9%	COc1cc(C2C(C#N)=C(C)NC3=C2C(=O)CC(C)(C)C3)cc(OC)c1O (stereo not given)	25.4%
12.1%	15.6%	-6.6%	-105.9%	1.3%	-0.3%	43.8%[activator]	9.0%	CSc1ccc(CN(C)Cc2cc(=O)oc3c(C)c(C)ccc23)cc1	10.1%
-6.2%	7.1%	1.6%	194.8%[activator]	4.8%	-0.5%	-2.2%	-7.2%[57.1 µM]	Cc1ccc(C(=O)N/N=C/c2ccc(-c3cccc(Cl)c3)o2)cn1	-20.4%
-10.8%	-9.2%	8.4%	0.0%	-0.8%	9.8%	49.8%[activator]	12.3%[57.1 µM]	CCCN1C(=O)SC(CC(=O)Nc2ccccc2)C1=O (stereo not given)	-17.0%
-23.4%&-27.3%	5.5%&5.4%	-3.3%&-0.8%	?	-12.1%&-3.2%	-2.4%&1.3%	21.8%&-4.8%	6.0%&9.1%	Cc1ccc2ncc(S(=O)(=O)c3ccccc3)c(N3CCCCC3C)c2c1 (stereo not given)	12.9%&8.3%

An excerpt, so the mix of outcomes need not match the whole.
